# DUSP3 inh: VHR1 phosphatase inhibitors, primary screen, biochemical, colorimetric, HTS | recombinant VHR phosphatase, colorimetric substrate read-out | AID 1992, 2009 | hit rate 0.7% among 50,000 | inhibition, % at 20 µM; in the data active = inhibition above about 60%; note: some results filed as inactive read as strong as hits
# Target sequence (P51452 whole entry, looked up): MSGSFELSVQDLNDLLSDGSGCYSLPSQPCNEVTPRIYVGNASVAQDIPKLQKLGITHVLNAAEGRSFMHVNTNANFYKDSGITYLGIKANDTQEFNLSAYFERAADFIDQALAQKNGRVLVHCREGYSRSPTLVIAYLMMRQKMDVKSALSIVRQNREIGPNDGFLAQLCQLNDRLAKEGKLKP
# Active calls of the source: *.
SMILES,DUSP3 inh
CC(C)(C)c1cc(N2C(=O)C(=O)/C(=C(\O)c3ccccc3)C2c2ccc(Cl)cc2)no1 (stereo unspecified),18.7
Cc1[nH]c2ccccc2c1C(=O)/C=C/c1ccc2c(c1)OCO2,-8.6
COc1ccc(C(=O)c2ccc(OC)c(N)c2)cc1N,5.2
CCOC(=O)c1c(NC(=O)c2cccc(OC)c2)sc(C(=O)Nc2ccccc2F)c1C,115.1*
COc1ccc(C(=O)O)cc1S(=O)(=O)N1CCC(C)CC1,-1.1
COc1cc(C(=O)Nc2c(C)cc(C)cc2C)c([N+](=O)[O-])cc1OC,-11.3
O=[N+]([O-])c1ccc(N2CCCCC2)nc1,-24.8
O=C(Nc1nc(-c2ccc(Cl)cc2)cs1)c1ccc(S(=O)(=O)N2CCCCC2)cc1,-0.8
COC(=O)CN1C(=O)/C(=C\c2cccc(O)c2)SC1=S,-8.8
CC(C)Nc1nc(-c2ccc(Cl)cc2)nc2ccccc12,-9.9
COc1ccc(C2Nc3ccccc3C(=O)N2c2ccc(Cl)cc2)cc1OC (stereo unspecified),-11.3
O=C(Cc1ccc(F)cc1)Nc1cccc2ccccc12,-9.8
CC(C)CSc1nnc(-c2ccc(Br)cc2)o1,-10.7
COc1ccc(OC)c(/C=N\NC(=O)c2cnccn2)c1,4.7
O=C(Nc1ccccc1Cl)c1ccc(CN2CCc3ccccc3C2)cc1,-17.8
CC(Cc1ccccc1)N=C1NS(=O)(=O)c2ccccc21 (stereo unspecified),-7.2
COc1ccc(N(CC(=O)N2CCOCC2)S(=O)(=O)c2ccccc2[N+](=O)[O-])c(OC)c1,-19.6
Nc1ccc(NC(=O)c2ccc(Cl)cc2Cl)c(Cl)c1,-18.9
Cc1ccc(-c2ccc(C)cc2N)c(N)c1,-3.0
COc1c(Cl)cc(C(=O)Nc2cccc(-c3nc4ccc(C)cc4o3)c2)cc1Cl,-11.4
CC1=CC(C)(C)Nc2ccc(OCC(=O)c3ccccc3)cc21,-3.0
O=[N+]([O-])c1cccc(-c2nnc(-c3ccc(Br)o3)o2)c1,-12.4
COc1ccc(/C=C/C(=O)n2nnc3ccccc32)cc1,-37.9
Cc1ccccc1N1C(=O)CSC1c1ccc([N+](=O)[O-])cc1 (stereo unspecified),-3.2
COc1ccc(C2SC(C)C(=O)N2c2ccc(C)cc2)cc1 (stereo unspecified),-13.1
O=S(=O)(c1ccc2ccccc2c1)N(CC(O)CN1CCOCC1)c1ccccc1 (stereo unspecified),-1.4
NC(=O)NC(CCc1ccccc1)c1ccccc1 (stereo unspecified),-1.1
CCc1ccc(OCC(=O)Nc2ccc(F)c([N+](=O)[O-])c2)cc1,-13.7
CC(=O)CC(=O)Nc1cc(C)cc(C)c1,26.9
Cc1cccc2c1[nH]c1nc(NN)nnc12,34.6
O=C(COc1ccc(Cl)cc1)N1CCN(Cc2cccc([N+](=O)[O-])c2)CC1,3.8
CCN(CC)C(=S)Nc1c(C)n(C)n(-c2ccccc2)c1=O,-34.6
CC(=O)CCc1c(C)[nH]c2c(Cl)cccc2c1=S,-9.0
COc1ccc(OC)c(CNc2cccc(C)c2)c1,-2.5
Cc1ccc(/C=C2/SC(=S)N(CC(=O)Nc3ncc(Cc4ccc(C)cc4)s3)C2=O)cc1,4.2
COCCNC(=O)CN(c1c(C)cccc1C)S(C)(=O)=O,-30.4
Cc1cc(/C=N/NC(N)=O)c(C)n1-c1ccc(Br)cc1,-3.9
CC(=O)Nc1c(C)cc(C(C)(C)c2cc(C)c(NC(C)=O)c(C)c2)cc1C,-6.7
Nc1c(Cl)cc(N2C(=O)C3C4c5ccccc5C(c5ccccc54)C3C2=O)cc1Cl (stereo unspecified),-4.1
COc1ccc(S(=O)(=O)N2CCCCCC2)cc1,-22.5
O=C(Oc1cccc(/C=N/NC(=O)c2ccccn2)c1)c1cccc(F)c1,-10.5
CSc1nc2c(c(=O)[nH]1)C(c1ccc(Br)cc1)c1c(nc(SC)[nH]c1=O)O2,-21.6
O=C(Nc1nc2ccccc2n1CCN1CCCC1)c1ccc(Cl)cc1,-16.6
CCOC(=O)Cc1nnc2c(Nc3cccc(Br)c3)nc3nonc3n12,-12.4
CCOc1ccc(C(=O)Nc2ccc(NC(=O)c3cccc(Cl)c3)cc2)cc1,-15.5
Cc1ccc2nc(NCc3ccccc3)nc(-c3ccccc3)c2c1,-1.5
COc1ccc(S(=O)(=O)N2CCN(C(=O)c3cccc(OC)c3)CC2)cc1,-6.4
COc1ccc(C(=O)/C=C/Nc2ccc(Cl)c([N+](=O)[O-])c2)cc1,14.8
COc1cccc(/C=C2/C(=O)NN(c3ccc(I)cc3)C2=O)c1,9.3
Cc1ccc(Cc2cnc(NC(=O)c3ccccc3)s2)cc1,-4.4
CCOC(=O)C(=Cc1ccc(-c2cccc(Cl)c2Cl)o1)C(=O)OCC,0.0
COc1ccc(OC)c(-n2c(O)c(C=Nc3ccccc3C)c(=O)[nH]c2=O)c1,24.4
CCCOC(=O)c1c(NC(=O)c2cnccn2)sc2c1CCC(C)C2 (stereo unspecified),-20.9
COC(=O)c1ccc(COc2cc3oc(=O)c4c(c3cc2Cl)CCC4)cc1,0.9
N#CC(C#N)=NNc1ccc(O)c(C(=O)O)c1,47.4
O=C(O)c1cc2nc(-c3cccs3)cc(C(F)(F)F)n2n1,-8.8
O=C(C[n+]1ccc(C(=O)N/N=C/c2ccc(Br)cc2)cc1)c1ccccc1,-1.4
Cc1cc(C)nc(NS(=O)(=O)c2ccc(Nc3nc(-c4sc(N)nc4C)cs3)cc2)n1,67.4*
Cc1ccc(N2NC(=O)/C(=C/c3cc([N+](=O)[O-])ccc3Cl)C2=O)cc1C,64.5*
CC(Oc1ccc(Br)cc1)C(=O)N/N=C/c1ccccc1O (stereo unspecified),-3.9

# More records
SMILES,DUSP3 inh
Oc1ccccc1C=NC1=NN(c2cccc(C(F)(F)F)c2)CC1,-2.6
O=S(=O)(/N=C(/Nc1cccc(O)c1)c1ccccc1)c1ccc(Cl)cc1,-3.0
CCOc1ccc(N2C(=O)/C(=C/c3ccc(OCc4ccc(C(=O)O)cc4)c(OC)c3)C(=O)NC2=S)cc1,14.4
O=[N+]([O-])c1ccccc1S(=O)(=O)NCCSc1ccccn1,4.9
O=C(O)c1cccc(-c2ccc(/C=C3\SC(=S)N(c4cccc(F)c4)C3=O)o2)c1,-40.9
CCCC(=O)Nc1cccc(NC(=O)c2ccc(-c3ccc(Cl)cc3Cl)o2)c1,-21.2
OCc1ccc(-c2ccc(Br)cc2)o1,-0.8
COc1cc(/C=N/n2cnnc2)ccc1OCCSc1ccc(C)cc1,-12.0
O=c1nc(-c2ccccc2)c2cc(OC(F)(F)F)ccc2[nH]1,-38.9
N#CCCNc1cc2ccccc2cc1C(=O)O,0.2
COc1ccc(-c2ccc(-c3nnc(-c4cccc(C)c4)o3)cc2)cc1,5.0
FC(F)(F)c1ccc(-c2noc(-c3ccc(Br)cc3)n2)cc1,-19.5
Cc1cc(C)nc(NS(=O)(=O)c2ccc(NS(=O)(=O)c3ccc4c(c3)C(=O)c3ccccc3-4)cc2)n1,-7.5
COc1ccc(/C(C)=N/NC(=O)c2cc(C)[nH]n2)cc1[N+](=O)[O-],9.8
CC(C)c1ccc(NC(=O)c2ccccc2CCc2ccccc2)cc1,-30.2

# 6 successive entries out of the list so far, quoted:
SMILES,DUSP3 inh
Oc1ccccc1C=NC1=NN(c2cccc(C(F)(F)F)c2)CC1,-2.6
O=S(=O)(/N=C(/Nc1cccc(O)c1)c1ccccc1)c1ccc(Cl)cc1,-3.0
CCOc1ccc(N2C(=O)/C(=C/c3ccc(OCc4ccc(C(=O)O)cc4)c(OC)c3)C(=O)NC2=S)cc1,14.4
O=[N+]([O-])c1ccccc1S(=O)(=O)NCCSc1ccccn1,4.9
O=C(O)c1cccc(-c2ccc(/C=C3\SC(=S)N(c4cccc(F)c4)C3=O)o2)c1,-40.9
CCCC(=O)Nc1cccc(NC(=O)c2ccc(-c3ccc(Cl)cc3Cl)o2)c1,-21.2

# (listing goes on)
SMILES,DUSP3 inh
COc1ccccc1N1CCN(C(=O)c2cc3n(n2)C(C(F)(F)F)CC(c2ccc(Cl)c(Cl)c2)N3)CC1 (stereo unspecified),-15.4
CCOC(=O)c1c(NC(=O)c2ccc(F)cc2)sc(C(=O)Nc2ccc3c(c2)OCO3)c1C,-3.9
O=C(CC(c1ccco1)S(=O)(=O)c1ccccc1)c1ccccc1 (stereo unspecified),-8.8
O=[N+]([O-])c1cccc(/C=N/Nc2nnc3c(n2)[nH]c2ccccc23)c1,-5.0
COc1ccc(OC)c(N(CC(=O)Nc2ccc(C)cc2)S(=O)(=O)c2ccccc2)c1,-3.7
CCOC(=O)NC(NC(=S)Nc1c(C)n(C)n(-c2ccccc2)c1=O)C(Cl)(Cl)Cl (stereo unspecified),-2.0
O=C1CC(N2CCN(c3ccc([N+](=O)[O-])cc3)CC2)C(=O)N1c1ccc(F)cc1 (stereo unspecified),-17.9
O=C(CSCc1nc2ccccc2c(=O)n1-c1ccccc1Cl)Nc1ccccc1,5.6
CS(=O)(=O)Nc1ccc(S(=O)(=O)N2CCCCC2)cc1,-31.3
COc1ccc(C2(CCN)CCOC(C)(C)C2)cc1 (stereo unspecified),-0.2
CN(C)c1ccc(C=C2C(=O)NC(=S)N(c3ccccc3F)C2=O)cc1,-4.9
COc1cc(/C=N/Nc2nc(N3CCCCC3)nc(N3CCCCC3)n2)cc(OC)c1,-17.3
O=[N+]([O-])c1ccc(O)c(/C=N/Nc2nnc3c(n2)[nH]c2ccccc23)c1,4.1
COc1ccc(N2C(=O)/C(=C/C3C(=O)N(c4ccccc4)N=C3C)C(=O)NC2=S)cc1 (stereo unspecified),23.9
Cc1cccc(NC(=O)CSc2nccn2C)c1,-15.0

# Grouped by structure, those above with a cyano group.
SMILES,DUSP3 inh
N#CC(C#N)=NNc1ccc(O)c(C(=O)O)c1,47.4
N#CCCNc1cc2ccccc2cc1C(=O)O,0.2

# Going on with the list:
SMILES,DUSP3 inh
COC(C)(C)c1cc(C(C)(C)C)nc(N)n1,-11.6
Cc1c(Cc2ccccc2)sc(NC(=O)c2ccc([N+](=O)[O-])cc2)c1C(N)=O,-2.6
C=CCn1c(Cc2ccccc2)nc2c(cnn2-c2ccccc2)c1=O,-14.9
Cc1ccc(C)c(S(=O)(=O)N=Nc2c(O)[nH]c3ccc(Br)cc23)c1,-0.3
CCC(Oc1ccccc1)C(=O)Nc1c(C)n(C)n(-c2ccccc2)c1=O (stereo unspecified),-30.1
CN(C)c1ccc(/C=C2\C(=O)NC(=O)N(c3ccccc3Cl)C2=O)cc1,-9.9
O=C1CC(NCc2ccc3c(c2)OCO3)C(=O)N1c1ccc(OC(F)(F)F)cc1 (stereo unspecified),-14.0
C(=C\c1ccccc1)/C1=Nc2ccccc2NC(c2ccccc2)C1 (stereo unspecified),-0.9
CC(C)(C)NC(=O)c1ccc(-c2ccc(Cl)cc2)o1,-4.7
C=CCn1c(=O)c(C(=O)Nc2ccccc2)c(O)c2ccccc21,-6.6
CCn1c2ccccc2c2cc(/C=N/Nc3ccc([N+](=O)[O-])cc3)ccc21,-2.2
CC(=O)c1ccc(NC(=O)c2ccc(-c3cccc([N+](=O)[O-])c3)o2)cc1,-8.5
Cc1cc(C)c2nc3s/c(=C\c4ccc(-c5ccc(Cl)c(C(=O)O)c5)o4)c(=O)n3c2c1,5.4
O=C(N/N=C/C(Br)=C/c1ccccc1)C(O)(c1ccccc1)c1ccccc1,-12.6
O=C(Nc1ccc(Cl)c(Cl)c1)Nc1nnc(-c2ccccc2F)s1,-8.4
CC(C)CNC(=O)c1cc(C(=O)NCC(C)C)cc(C(=O)Nc2ccc([N+](=O)[O-])cc2)c1,-20.8
CCc1ccc(N2N=C(C)/C(=C\c3ccc(-c4ccc5c(c4)C(=O)NC5=O)o3)C2=O)cc1,20.6
CCc1ccccc1N/C(N)=N\c1nc(C)cc(C)n1,-6.7
CCc1c(C)nn2cn[n+](Cc3ccccc3Cl)c2c1[O-],-26.6
COC(=O)COc1ccc2c(=O)c(Oc3ccccc3Br)c(C(F)(F)F)oc2c1,-0.4
CC(C)N1CCN(c2nc3ncnc(N)c3[nH]2)CC1,-24.0
O=C(c1ccccc1Cl)N1N=C(c2ccccc2)CC1(O)C(F)(F)F (stereo unspecified),-9.7
CC(CCc1ccccc1)Nc1cc(N2CCN(S(=O)(=O)c3ccccc3)CC2)ccc1[N+](=O)[O-] (stereo unspecified),7.4
Cc1ccc(OCCSc2nc3ccccc3n2CCO)c(C(C)C)c1,6.8
Cc1ccc(C(C)C)c(OCC(=O)Nc2ccc(Cc3ccncc3)cc2)c1,9.8
Cc1c(Cc2ccccc2)c(=O)oc2cc(OCC(=O)C(C)(C)C)ccc12,-1.8
CCOC(=O)C1=C(C)NC2=C(C(=O)CCC2)C1c1ccccc1[N+](=O)[O-] (stereo unspecified),6.9
O=c1oc(-c2cccc(F)c2)nc2ccc(Cc3ccc4nc(-c5cccc(F)c5)oc(=O)c4c3)cc12,-3.2
CCOC(=O)c1c(-c2ccc(C)cc2C)csc1NC(=S)NC(=O)c1ccccc1,-2.4
C=CC(=O)NC(NC(=O)C=C)c1cccc([N+](=O)[O-])c1,-2.9
Cc1ccc(-c2ccc(OCC(=O)Nc3ccc(S(=O)(=O)Nc4nccs4)cc3)cc2)cc1,-0.6
Cc1ccc(SCC(=O)Nc2ccccc2)cc1,-10.5
O=C(NC(=O)c1ccc2ccccc2n1)NC(c1ccccc1)c1ccccc1,-11.8
COc1ccc(CCNC(=O)Nc2ccc(Cl)c(Cl)c2)cc1,-22.8

# Sorted by molecular weight (highest first): 3 of the compounds above
SMILES,DUSP3 inh
CCOC(=O)c1c(-c2ccc(C)cc2C)csc1NC(=S)NC(=O)c1ccccc1,-2.4
COc1ccc(CCNC(=O)Nc2ccc(Cl)c(Cl)c2)cc1,-22.8
C=CC(=O)NC(NC(=O)C=C)c1cccc([N+](=O)[O-])c1,-2.9

# Assay outcomes as filed in PubChem.

# A portion of the library; count on the stated rates, not on these rows.
